# Source: PubChem (National Center for Advancing Translational Sciences (NCATS))
# FLuc modulator: qHTS profiling assay for firefly luciferase inhibitor/activator using purifed enzyme and Km concentrations of substrates (counterscreen for miR-21 project). Luciferin 4-monooxygenase (Photinus pyralis), P08659. purified FLuc, Km substrates, luminescence inhibition. Potency, µM (series often up to 57.5 µM), for inactives: top-dose activity change, negative = inhibition, most hits filed as inhibitors. 360,000 compounds, 6.9% hits. AID 588342, 2011; active = well fitted inhibition curve with a large enough effect; inconclusive = small, poorly fitted or top-dose-only effect;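 note: plate controls were vehicle for no effect and reference inhibitor for full effect; nearly all actives have a fitted effect of over 55% in size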
# Target sequence (P08659 whole entry, looked up): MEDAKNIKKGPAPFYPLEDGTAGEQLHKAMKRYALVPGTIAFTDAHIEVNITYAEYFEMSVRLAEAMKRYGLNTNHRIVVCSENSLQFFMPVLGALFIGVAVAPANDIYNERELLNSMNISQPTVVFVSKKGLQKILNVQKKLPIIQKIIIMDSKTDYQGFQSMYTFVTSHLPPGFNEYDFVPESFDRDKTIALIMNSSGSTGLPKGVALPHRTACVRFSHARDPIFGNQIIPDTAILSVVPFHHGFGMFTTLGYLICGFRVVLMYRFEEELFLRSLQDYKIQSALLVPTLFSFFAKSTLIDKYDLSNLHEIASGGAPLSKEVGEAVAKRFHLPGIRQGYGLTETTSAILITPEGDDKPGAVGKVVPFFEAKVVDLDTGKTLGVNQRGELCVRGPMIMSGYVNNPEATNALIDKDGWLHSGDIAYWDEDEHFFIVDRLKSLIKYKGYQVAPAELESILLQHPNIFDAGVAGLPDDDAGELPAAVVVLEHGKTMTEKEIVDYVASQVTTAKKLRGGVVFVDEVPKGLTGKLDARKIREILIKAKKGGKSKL
#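 Purified P. pyralis luciferase, 10 nM final, with Km-level 10 uM D-luciferin and 10 uM ATP in 50 mM Tris acetate pH 7.5, 10 mM Mg acetate, 0.01% Tween-20, 0.05% BSA; 6-point qHTS titration about 60 µM downward; luminescence read.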
# Active calls of the source: *; ? = inconclusive. Potency is the fitted concentration of half-maximal effect. Only part of the results is shown; count on the stated rates, not on these rows.
# Start of the data: the first 13 compounds (preview)
molecule,FLuc modulator
Cc1ccc(-c2nc(SCc3ccc(Br)cc3)n3[nH]c(=O)cc3n2)cc1,-10%
COc1ccccc1OCCn1c(C(C)Oc2ccccc2)nc2ccccc21 (configuration not stated),-17%
Cc1cccc(C)c1OCC(=O)N(Cc1ccc(Cl)cc1)CC1CCCO1 (configuration not stated),-14%
Cc1nn(CC(=O)NCc2ccc(N(C)C)cc2)c(=O)c2c(C)n(-c3ccc(Cl)cc3)nc12,-9%
Cc1ccc(Cn2ccnc2SCC(=O)Nc2ccc3c(c2)OCCO3)cc1,?
COc1ccc(Cl)cc1NC(=O)CSc1nnc(C)n2c1cc1sccc12,-1%
CCOc1ccccc1NC(=O)Cn1c(=O)n(Cc2ccc(OC)cc2)c(=O)c2oc3ccccc3c21,-5%
CCOc1ccc(NC(=O)CC2C(=O)N(c3ccc(OC)cc3)C(=O)N2CCC2=CCCCC2)cc1 (configuration not stated),-2%
CCN(c1cc(C)cc(C)c1)S(=O)(=O)c1nnc(NC(=O)c2cccs2)s1,-3%
O=C(CSc1oc(-c2ccco2)nc1S(=O)(=O)c1ccc(Cl)cc1)Nc1ccc(F)cc1,-2%
COC(=O)CSc1nc2sc3c(c2c(=O)n1Cc1ccccc1)CCC(C(C)(C)C)C3 (configuration not stated),-1%
Cc1ccc(CNC(=O)CCCCCn2c(=O)c3sccc3n(CC(=O)Nc3ccc(C)c(F)c3)c2=O)cc1,5%
COc1cc(NC(=O)CSc2nc(-c3ccccc3)no2)cc(OC)c1,1%

# Results, from the first entry:
molecule,FLuc modulator
Cc1ccc(-c2nc(SCc3ccc(Br)cc3)n3[nH]c(=O)cc3n2)cc1,-10%
COc1ccccc1OCCn1c(C(C)Oc2ccccc2)nc2ccccc21 (configuration not stated),-17%
Cc1cccc(C)c1OCC(=O)N(Cc1ccc(Cl)cc1)CC1CCCO1 (configuration not stated),-14%
Cc1nn(CC(=O)NCc2ccc(N(C)C)cc2)c(=O)c2c(C)n(-c3ccc(Cl)cc3)nc12,-9%
Cc1ccc(Cn2ccnc2SCC(=O)Nc2ccc3c(c2)OCCO3)cc1,?
COc1ccc(Cl)cc1NC(=O)CSc1nnc(C)n2c1cc1sccc12,-1%
CCOc1ccccc1NC(=O)Cn1c(=O)n(Cc2ccc(OC)cc2)c(=O)c2oc3ccccc3c21,-5%
CCOc1ccc(NC(=O)CC2C(=O)N(c3ccc(OC)cc3)C(=O)N2CCC2=CCCCC2)cc1 (configuration not stated),-2%
CCN(c1cc(C)cc(C)c1)S(=O)(=O)c1nnc(NC(=O)c2cccs2)s1,-3%
O=C(CSc1oc(-c2ccco2)nc1S(=O)(=O)c1ccc(Cl)cc1)Nc1ccc(F)cc1,-2%
COC(=O)CSc1nc2sc3c(c2c(=O)n1Cc1ccccc1)CCC(C(C)(C)C)C3 (configuration not stated),-1%
Cc1ccc(CNC(=O)CCCCCn2c(=O)c3sccc3n(CC(=O)Nc3ccc(C)c(F)c3)c2=O)cc1,5%
COc1cc(NC(=O)CSc2nc(-c3ccccc3)no2)cc(OC)c1,1%
Cc1cc(Nc2nc3ccccc3c3nnc(C)n23)ccc1Br,-10%
O=C(CCC1N=C2c3ccccc3N=C(SCc3cccc(F)c3)N2C1=O)NCc1ccc(F)cc1 (configuration not stated),-6%
CCS(=O)(=O)c1nc(S(=O)(=O)c2ccc(C)cc2)c(NC(C)c2ccccc2)s1 (configuration not stated),-9%
CCc1ccccc1N1CC(c2nc3ccccc3n2CCCOc2ccc(Cl)cc2)CC1=O (configuration not stated),?
Fc1ccccc1N1CCN(c2ncc3c(n2)CCN(Cc2ccc(Br)s2)C3)CC1,-1%
Cc1ccc(C(=O)N(Cc2ccc(N(C)C)cc2)Cc2ccco2)cc1,?
Cc1ccc(NC(=O)c2ccc(-c3cccc(Cl)c3C)o2)cc1,7.6µM*
CC(=O)Nc1ccc(Nc2ccc3cc(S(=O)(=O)N4CCCCC4)ccc3n2)cc1,?
CCOC(=O)c1c(S(=O)(=O)N2CCC(C(=O)NCc3cccc(C)c3)CC2)c(C)n(C)c1C,-8%
CCSc1nc2n(n1)C(c1ccc(C(=O)O)cc1)C(C(=O)Nc1ccccc1C)=C(C)N2 (configuration not stated),-3%
CCOC(=O)c1c(NC(=O)c2cc3ccccc3c(=O)o2)sc2c1CCC(C(C)(C)C)C2 (configuration not stated),17µM*
Cc1sc(-n2cccc2)c(C(C)NC(=O)Nc2ccccc2Cl)c1C (configuration not stated),6%
COc1ccc(-c2cc3nc(C4CCN(C(=O)OC(C)(C)C)CC4)c(C(=O)Nc4cc(Cl)cc(Cl)c4)cn3n2)cc1,-3%
COc1cc(NS(=O)(=O)c2ccc(NC(=O)c3cccc(F)c3)cc2)nc(OC)n1,?
CC(C)c1ccc(NC(=O)c2ccc3c(c2)CCCN3S(C)(=O)=O)cc1,?
CCC(C(=O)N1CCN(c2ccccc2)CC1)n1nc(C)n2c(cc3sccc32)c1=O (configuration not stated),-1%
CC(NC(=O)CN1C(=O)c2cccnc2Oc2ccc(Cl)cc21)c1ccccc1 (configuration not stated),-8%
Cc1c(C(=O)OC(C)C)sc(NC(=O)C2c3ccccc3Oc3ccccc32)c1C(=O)OC(C)C,-1%
Cc1ccc2[nH]c3c(=O)n(CC(=O)N4CCCCC4)ncc3c2c1,5%

# Looked up by structure from the list above, two records:
molecule,FLuc modulator
CCN(c1cc(C)cc(C)c1)S(=O)(=O)c1nnc(NC(=O)c2cccs2)s1,-3%
COc1ccc(-c2cc3nc(C4CCN(C(=O)OC(C)(C)C)CC4)c(C(=O)Nc4cc(Cl)cc(Cl)c4)cn3n2)cc1,-3%

# New compounds follow:
molecule,FLuc modulator
Cc1ccc(OCCn2nnc3sc4c(c3c2=O)CCC(C)C4)cc1 (configuration not stated),-13%
Cc1ccc(Cn2ccn(Cc3ccc(C)cc3)c(=O)c2=O)cc1,2%
COc1cccc2cc(-c3csc(-c4ccc(Cl)cc4)n3)c(=O)oc12,-5%
CCCNC(=O)C1CCN(c2ncnc3c2nc2n3CCCCC2)CC1,3%
CCOCCCNC(=O)NC(C)c1c(-n2cccc2)sc2c1CCN(CC)C2 (configuration not stated),-4%
Cc1nc(-c2ccccc2)sc1-c1ccc(SCC(=O)Nc2ccccc2)nn1,?
CCOc1cc(-c2cc(C(=O)O)c3c(-c4ccccc4)[nH]nc3n2)ccc1O,?
O=C(CCC(=O)N1CCSc2ccccc21)Nc1ccc(Cl)cc1,?
CC(=O)Nc1ccccc1-c1nc2ccccc2n(CC(=O)c2ccc(C)c(C)c2)c1=O,-2%
CCCn1c2ccccc2c2cnn(CC(=O)N3CCC(C)CC3)c(=O)c21,2%
O=C(NCC1CCN(Cc2cccc(Cl)c2)CC1)c1cc2ccc3cccnc3c2[nH]1,3%
Cc1csc2nc(COC(=O)c3cccc(NC(=O)COc4ccc(Cl)cc4)c3)cc(=O)n12,?
Cc1ccc(NC(=O)c2c(C)nc3sc(C(=O)Nc4ccc(F)cc4)c(N)c3c2-c2ccc(C)o2)c(C)c1,5%
COc1ccc(Nc2c3c(nc4nncn24)CCC3)cc1Cl,5%
COc1ccc2c(CNCc3ccccc3OC)c(C(=O)O)n(Cc3ccc(F)cc3Cl)c2c1,7%
Cc1cc(C(F)(F)F)nn1-c1nc(-c2ccccc2)cc(C(F)(F)F)n1,-8%
CCOc1ccc(Nc2c(S(=O)(=O)c3ccc(Cl)cc3)cnc3ccc(OCC)cc23)cc1,4%
Cc1cccc(NC(=O)C(=O)NCC(c2cccnc2)N2CCc3ccccc3C2)c1C (configuration not stated),-10%
Cn1ncc2c(N3CCN(c4ccc(F)cc4)CC3)ncnc21,1%
CCOC(=O)c1ccc(NC(=O)C2Cc3ccccc3C(=O)O2)cc1 (configuration not stated),0%
CCCOc1ccc(C(=O)NCC(c2ccc(OC)cc2)N2CCCCC2)cc1 (configuration not stated),-2%
O=C(Cn1cc(S(=O)(=O)Cc2cccc(Cl)c2)c2ccccc21)Nc1ccc(F)c(Cl)c1,-5%
COc1ccc(S(=O)(=O)N2CCN(Cc3ccc4c(c3)OCO4)CC2)cc1C,-12%
Cc1cc(N2CCCCC2)nc2ccc(NC(=O)/C=C/c3ccc(OC(C)C)cc3)cc12,-8%
CCOc1ccccc1C(=O)Nc1cc2c(cc1N1CCOCC1)n(C)c(=O)n2C,-5%
Cc1ccccc1CSc1nc(-c2cccc(F)c2)nc2c1Cc1c(CO)cnc(C)c1O2,-1%
COc1ccc2nc(C)cc(Nc3ccc(Cl)c(Cl)c3)c2c1,1%
COc1ccc(Cl)cc1S(=O)(=O)N1CCN(Cc2cccc(F)c2)CC1,-1%
CCOc1ccc(CNC(=O)c2oc3c(c2C)-c2nn(Cc4cccc(Cl)c4)cc2CC3)cc1,-3%
COc1ccc(NC(=O)c2cc(C)nc3c2c(C)nn3-c2ccc(C)cc2)cc1OC,-1%
COC(=O)c1c(NC(=O)C(C)Oc2ccc(Cl)c(C)c2)sc(C)c1C (configuration not stated),5%
CCCNC(=O)Cn1nc(-c2ccc(OC)cc2)c2cnc3ccc(F)cc3c21,-1%
COc1ccc(N2CCN(CCCNC(=O)c3sc4ncccc4c3-n3cccc3)CC2)cc1,3%
O=c1c(=O)n(Cc2ccc(Cl)cc2)ccn1Cc1ccc(F)cc1,-7%
Cc1ccc(C)c(CNC(=O)c2cc3ccccn3n2)c1,-5%
COc1cccc(CNC(=O)CCCCCn2c(=O)[nH]c3cc(OC)c(OC)cc3c2=O)c1,-8%
CC(=O)N1c2ccc(S(=O)(=O)NCC3CCC(C(=O)Nc4cc(C)ccc4C)CC3)cc2CC1C (configuration not stated),-3%
Cc1cc(C)cc(OC(C)C(=O)Nc2nc3c(s2)CCCC3)c1 (configuration not stated),-10%
CSc1ccc(CCNC(=O)Cn2nc(C)n3c(cc4sccc43)c2=O)cc1,-2%
Cc1ccc(CNC(=O)CCCCCn2c(=O)c3sccc3n(CC(=O)N3CCCCC3C)c2=O)cc1 (configuration not stated),-5%
COc1cc(OC)c(OC)cc1CN1CCc2nc(Nc3ccc4c(c3)OCCO4)ncc2C1,?
CN1CCN(C(=O)Cn2ncc3c4ccccc4n(Cc4ccc(F)cc4)c3c2=O)CC1,4%
COc1cccc(Cn2cc(C(=O)c3ccc(Cl)cc3)c(=O)c3ccccc32)c1,2%
Cc1nn(-c2nc(-c3ccc(F)cc3)cc(C(F)(F)F)n2)c(C)c1Br,3%
CCOc1ccccc1NC(=O)c1c(NC(=O)c2ccncc2)sc2c1CCC(C(C)(C)C)C2 (configuration not stated),5%
CCc1cccc(-n2c(=O)c3cccnc3n2CC(=O)Nc2c(C)cc(C)cc2C)c1,-2%
CC(=O)c1ccc(Oc2nc(C)nc3c2oc2ccccc23)cc1,-12%
COc1ccccc1NC(=O)CSc1nc(-c2cccc(Cl)c2)nc2c1Cc1c(CO)cnc(C)c1O2,-6%
Cc1cccc(-n2ncc(C(=O)N3CCN(c4ccc(Cl)cc4)CC3)c2C2CCN(C(=O)OC(C)(C)C)CC2)c1,7%
COc1ccccc1CNC(=O)C(=O)NCC(c1ccco1)S(=O)(=O)c1ccc(F)cc1 (configuration not stated),5%
COc1ccccc1OCCn1c(NC(=O)c2ccccc2)nc2ccccc21,-2%
CCNc1ncnc2c1nnn2C,-3%
Cc1cccc(CSc2nc(=O)c3c(n2C)NC(=O)CC3c2cc(F)cc(F)c2)c1 (configuration not stated),?
COc1cccc(CSc2nc3n(n2)C(CC(C)C)C(C(=O)Nc2ccccc2C)=C(C)N3)c1 (configuration not stated),1%
O=C(COCc1cc(-c2ccco2)on1)Nc1cccc(Cl)c1Cl,-12%
O=C(COCc1cc(-c2cccs2)on1)Nc1cc(Cl)ccc1O,-18%

# (list continues)
molecule,FLuc modulator
CCOc1ccc(NC(=O)CC2C(=O)N(c3ccccc3)C(=O)N2CCc2ccc(OC)cc2)cc1 (configuration not stated),1%
O=C1CN(C(=O)COc2ccc(Cl)cc2)C(c2ccc(F)cc2)c2cc(Br)ccc2N1 (configuration not stated),-1%
Cc1ccc(C2=NC(c3ccc(F)cc3)=Nc3ccc(C)cc3N2)cc1,-1%
Cc1cc(-c2ccc(C)c(S(=O)(=O)NCc3cccs3)c2)on1,0%
C=Cc1ccc(Cn2ccn(-c3ccc(F)c(F)c3)c(=O)c2=O)cc1,?
Cc1cccc(N2CCN(C(=O)CCSCc3ccccc3F)CC2)c1C,?
COc1ccc(-c2nc3c4ccccc4n(CC(=O)N4CCN(c5ccc(F)cc5)CC4)c(=O)n3n2)cc1,0%
COc1ccc(-c2cc3c(=O)n(CC(=O)Nc4ccccc4C(F)(F)F)ccn3n2)cc1OC,-2%
COc1ccc(CNC(=O)c2ccc(N3CCCC3)c(NC(=O)NCc3ccc(F)cc3)c2)cc1,-15%
N#C/C(=C\c1ccccc1)c1nc(-c2cc3cc(Br)ccc3oc2=O)cs1,-1%
Cc1cc(C)cc(NC(=O)C(=O)NCC(c2cccnc2)N2CCOCC2)c1 (configuration not stated),-15%
COc1cccc(NC(=O)c2oc3ccccc3c2NC(=O)c2ccc(C(F)(F)F)cc2)c1,-19%
CC(C)c1ccc(NC(=O)c2cnc3sc(N4CCCC4)nn3c2=O)cc1,?
Cn1c(=O)oc2cc(S(=O)(=O)CCC(=O)NCc3ccc(Cl)cc3)ccc21,-2%
CCOC(=O)C1=C(CN2CCN(c3ccc(Cl)cc3)CC2)NC(=O)NC1c1ccc(OC)cc1 (configuration not stated),-6%
NC(=O)COc1ccc(-c2noc(COc3ccc(Cl)cc3)n2)cc1,0%
O=c1c2cc3c(cc2nc2sc(Nc4ccc(F)cc4F)nn12)OCO3,?
